SRC3 TRFRET art: counter-screen for PPARgamma SRC-3 recruitment agonists: TR-FRET artefact; 99,000 compounds, 0.39% hits; PPARgamma/SRC-3 format; stronger effect = higher value; TR-FRET ratio at 8 µM; AID 1048; in the data active = TR-FRET ratio above about 2000; also: inactives centre near 1600; reference of the scale not given here
SRC1 TRFRET art: TR-FRET artefact, counter-screen to PPARgamma/SRC-1 agonist assay. TR-FRET detection artefact counter-screen, emission ratio; stronger effect = higher value. TR-FRET ratio at 8 µM. 99,000 compounds, 0.34% hits; in the data active = TR-FRET ratio above about 2300; also: inactives centre near 1800; reference of the scale not given here
Numbers without * were called inactive. This is a subset, so the mix of outcomes need not match the whole.

SMILES | SRC3 TRFRET art | SRC1 TRFRET art
Cc1ccccc1OCC(=O)Nc1ccc(NC(=O)c2ccco2)cc1 | 1640 | 1424
Cc1cc(=O)[nH]c(CN2CCOCC2)n1 | 1622 | 1913
Cc1cccc2c(=O)cc(C)n(Cc3ccccc3)c12 | 1534 | 1870
C=CCN1C(=O)C2C3C=CC(C2C1=O)C1C2C(=O)N(CC=C)C(=O)C2C31 (stereo not drawn) | 1600 | 1897
COc1ccc(/C(C)=N/NC(=O)C2CC2)cc1 | 1403 | 1558
CC(C)CC(=O)Nc1nnc(SCC(=O)NCc2ccc3c(c2)OCO3)s1 | 1405 | 1878
CSCCC(NC(=O)c1cccc(S(=O)(=O)N2CCOCC2)c1)C(=O)Nc1ccc(F)cc1 (stereo not drawn) | 1646 | 1828
CCOC(=O)C1CCCN(Cc2nc3ccc([N+](=O)[O-])cc3c(=O)n2-c2ccc(OC)cc2OC)C1 (stereo not drawn) | 1694 | 1660
COc1ccccc1CNC(=O)CSc1ccsc1[N+](=O)[O-] | 1424 | 1823
O=C(COC(=O)CSc1ccc2ccccc2c1)Nc1ccccc1OC(F)F | 1751 | 2096
CC(C)(C)CC(C)(C)NC(=O)Nc1cccc([N+](=O)[O-])c1 | 1568 | 1700
Cc1ccc(Sc2ccc(CN3CCCCC3)cc2[N+](=O)[O-])cc1 | 1718 | 1871
NC(=O)Cn1c(-c2nonc2N)nc2ccccc21 | 1715 | 1794
CC(C)CC(=O)Nc1nnc(SCC(=O)NCc2ccco2)s1 | 1432 | 1871
COc1cccc(NC(=O)CSc2nc3c(sc4ccccc43)c(=O)n2CCN(C)C)c1 | 1818 | 2043
COc1ccc(C(=O)NC(=S)Nc2ccccc2N2CCOCC2)cc1Br | 1757 | 1896
C=CCN(c1ccc(C(=O)OC)cc1)S(=O)(=O)c1ccccc1 | 1665 | 2042
COc1cccc(C(=O)NC(=S)Nc2ccccc2N2CCCC2)c1 | 1764 | 1734
CC(=O)C(Cc1ccc(Cl)nc1)Cc1ccc(Cl)nc1 | 1409 | 1771
Cc1ccc2cc(CN(c3ccc(C)c(C)c3)S(C)(=O)=O)c(=O)[nH]c2c1 | 1482 | 1645
COc1ccccc1NC(=O)NCC(c1ccco1)N1CCCCC1 (stereo not drawn) | 1677 | 1939
Cn1c[n+](C)cc1-c1ccc(/C(N)=N/O)cc1 | 1359 | 1501
CCN(Cc1ccncc1)Cc1cn[nH]c1-c1cc(OC)c(OC)c(OC)c1 | 1609 | 1806
CC(C)C1CC(CCN2CCCCC2)(c2ccccc2)CCO1 (stereo not drawn) | 1702 | 1991
O=C(CSc1nnc(SCc2cccc3ccccc23)s1)N/N=C/C=C/c1ccccc1[N+](=O)[O-] | 1422 | 1830
CC(C)c1nc(SCC(=O)Nc2c[nH]c(=O)[nH]c2=O)c2cnn(-c3ccccc3)c2n1 | 1586 | 1886
CCCCC(CC)C1OCC(C[N+]2(C)CCOCC2)O1 (stereo not drawn) | 1627 | 1744
COc1ccc(NC(=O)c2ccc(Oc3ncccn3)cc2)cc1 | 1455 | 1628
CN(Cc1ccccc1)S(=O)(=O)c1cccc2nsnc12 | 1499 | 1581
COc1ccc(OC)c(-c2cc(C(F)(F)F)c3c(n2)sc2c(O)cc(=O)[nH]c23)c1 | 1694 | 1807
COc1ccc(CNC(=O)CCC(=O)N2CCN(S(=O)(=O)c3ccc(Cl)cc3)CC2)cc1 | 1425 | 1735
COCC(=O)Nc1ccccc1-c1ccccc1 | 1814 | 2036
CCOC(=O)C(CCc1nnc(N)s1)C(=O)OCC | 1685 | 1898
COc1ccc(CNn2c(-c3cccs3)nc3ccccc3c2=O)cc1OC | 1689 | 1863
COc1ccc(C(=O)CSc2nc(C(C)(C)C)nc3ccccc23)cc1 | 1788 | 2067
CCOc1ccc(CCNC(=O)C2CCCN2C(=O)OCc2ccccc2)cc1OCC (stereo not drawn) | 1532 | 1922
O=C(COc1ccc(Cl)cc1Cl)N1CCN(c2ccccn2)CC1 | 1527 | 1773
COc1ccc(CCNC(=O)Cn2cccc2C(=O)c2ccccc2)cc1OC | 1727 | 1878
O=c1cc(-c2ccc(O)cc2)oc2ccccc12 | 1628 | 1780
O=C(/C=C\NCC(=O)c1ccccc1)c1ccc2ccccc2c1 | 1655 | 2084
COc1cccc(C2C(C#N)=C(C)NC3=C2C(=O)CC(C)(C)C3)c1 (stereo not drawn) | 1550 | 1689
COc1ccc(-c2cc3ccccc3n2CC(O)Cn2nc(C)cc2C)cc1 (stereo not drawn) | 1592 | 1907
O=C(c1ccco1)N1CCN(c2ccc([N+](=O)[O-])c(N3CCOCC3)c2)CC1 | 1446 | 1929
CN(C)c1ccc(/C=N/NC(=O)c2ccccc2)cc1 | 1594 | 1736
Cc1ccc(NC(=O)c2ccc(Nc3c([N+](=O)[O-])cc([N+](=O)[O-])cc3[N+](=O)[O-])cc2)cc1 | 1452 | 1820
N#Cc1c2c(c(-c3ccccc3Cl)[nH]c1=S)CCCC2 | 2745* | 3189*
CN(C)C1(CNC(=S)Nc2ccccc2C(F)(F)F)CCCCC1 | 1567 | 1994
CCOC(=O)c1ccc(NC(=S)N2CCN(CCN=CC3=C(O)CC(C)(C)CC3=O)CC2)cc1 | 1370 | 1728
COCCOC(=O)C1=C(C)NC(=O)NC1c1ccc(-c2ccc(F)cc2)o1 (stereo not drawn) | 1606 | 1848
CO/N=C/C(=N\Nc1cc(OC)cc(OC)c1)C(=O)c1ccccc1 | 1350 | 1914
CCC(Sc1nc(N)cc(=O)[nH]1)C(=O)Nc1cc(C)on1 (stereo not drawn) | 1476 | 1786
Cc1ccc(C(=O)Nc2cccc(-c3cn4ccccc4n3)c2)cc1 | 1569 | 1835
COc1ccc(-c2[nH]c(-c3cccc(OC)c3)nc2SCC(=O)NC2CCCC2)cc1 | 1638 | 1591
CCOC(=O)c1cccc(S(=O)(=O)N2CCCC2)c1 | 1679 | 1920
CCC(=O)Oc1ccc(C(CC)C(CC)c2ccc(OC(=O)CC)cc2)cc1 (stereo not drawn) | 1610 | 1652
COC(=O)c1cccc(Cn2c(Cl)c(/C=N/Nc3ccccc3C)sc2=O)c1 | 1584 | 1554
CC(C)CCN1CCN(Cc2cccn2-c2ccccn2)CC1CCO (stereo not drawn) | 1674 | 1829
Fc1ccc(COc2ccc(Br)cc2CNCC2CCCO2)cc1 (stereo not drawn) | 1475 | 1750
CCCN(CCC)S(=O)(=O)c1ccc(C(=O)Nc2c(C)n(C)n(-c3ccccc3)c2=O)cc1 | 1574 | 1696
CC(=O)NC1C(Oc2ccccc2C)OC(CO)C(O)C1O (stereo not drawn) | 1529 | 1895

(cont.)
SMILES | SRC3 TRFRET art | SRC1 TRFRET art
Cc1nc2cc3c(cc2c(C)c1C(=O)OC(C)C)OCO3 | 1603 | 1499
COc1cc(CNCCCN2CCOCC2)ccc1OCC(=O)NC(C)(C)C | 1618 | 1968
CC(=O)NC/C(C)=N\Nc1ccc([N+](=O)[O-])cc1 | 1673 | 1882
O=C(Cc1coc(-c2ccc(F)cc2)n1)NC1CCCCC1 | 1514 | 1761
Cc1cc2ccccn2c1C(C[N+](=O)[O-])c1ccc(N(C)C)cc1 (stereo not drawn) | 1603 | 1834
COc1ccccc1NC(=S)N(CCCN(C)C)Cc1cc2cc3c(cc2[nH]c1=O)OCO3 | 1691 | 1513
Cc1nc([N+](=O)[O-])c(SCC(O)CCl)n1Cc1ccc(Cl)cc1 (stereo not drawn) | 1652 | 1512
O=C(Nc1ccc(N2CCCC2)cc1)c1cccc(-c2cc3ccccc3oc2=O)c1 | 1714 | 1667
Cc1cc(NCCCn2ccnc2)n2nc(-c3ccc(Cl)cc3)cc2n1 | 1560 | 1981
O=C(Nc1nc2ccc(F)cc2s1)C1=NN(c2ccccc2)C(=O)CC1 | 1400 | 1595
COc1ccc(-c2nc(SCC(=O)NC3CCCC3)c(-c3ccc(OC)cc3)[nH]2)cc1 | 1994 | 1827
COc1ccc(/C=C/c2nc3ccccc3n2C)cc1 | 1771 | 2151
COc1cc(NC(=O)C/C(C)=N/NC(=O)C(=O)NC2CCCCC2)c(OC)cc1Cl | 1681 | 1505
Cc1ccc2nc(N(CCCN(C)C)C(=O)CN3C(=O)c4ccccc4C3=O)sc2c1 | 1538 | 1936
CC(=O)c1cccc(NC(=S)NCCc2ccc(F)cc2)c1 | 1465 | 1848
CCn1c2ccccc2c2cc(/C=N/O)ccc21 | 1609 | 1687
COc1cc([N+](=O)[O-])ccc1NC(=S)Nc1cc(C(=O)OC(C)C)cc(C(=O)OC(C)C)c1 | 1503 | 2027
COc1ccc(-c2nnc(NC(=O)CSc3ccccc3)s2)cc1OC | 1528 | 1605
Nc1ccc(C(=O)N(CCO)CCO)cc1 | 1402 | 1661
C[C@@H]1C=C(C(=O)N2CCN(C)CC2)O[C@H](OCc2ccc(CO)cc2)C1 | 1678 | 1574
Cn1c(SCC(=O)Nc2ccc(Br)cc2F)nnc1-c1ccco1 | 1510 | 1802
COc1ccc(C2(CNC(=O)c3cccc([N+](=O)[O-])c3)CCOCC2)cc1 | 1598 | 1551
O=C(Nc1ccc(F)c(Cl)c1)C1CC(=O)n2c(nc3ccccc32)N1 (stereo not drawn) | 1540 | 1653
CN(C(=O)Cc1noc2ccccc12)c1ccccc1 | 1467 | 1836
Cc1cc(C)cc(N(CC(=O)NCCSCc2ccccc2)S(C)(=O)=O)c1 | 1834 | 1881
Cc1cccc(CN2CCN(C3CCCC3)C(CCO)C2)n1 (stereo not drawn) | 1729 | 1889
O=C1c2ccccc2C(=O)c2c(NCCCN(CCO)CCO)cccc21 | 1922 | 2059
CN1C(=S)N(c2cccnc2)C(=O)/C1=C\c1ccc(N(C)C)cc1 | 1702 | 1891
N#C/C(=C\c1ccc(-c2ccc(C(=O)O)cc2)o1)C(=O)NCC1CCCO1 (stereo not drawn) | 1583 | 1899
CCN(C(=O)COC(=O)C(Cc1ccccc1)N1C(=O)c2ccccc2C1=O)C1CCS(=O)(=O)C1 (stereo not drawn) | 1604 | 1770
c1ccc(Cn2nnc3cnccc32)cc1 | 1573 | 1888
C/C(=N/NS(=O)(=O)c1ccccc1)c1ccc(NC(=O)C2CC2)cc1 | 1549 | 1470
COc1ccc(NS(=O)(=O)c2ccc(N/N=C(\C)c3ccncc3)c([N+](=O)[O-])c2)cc1 | 1546 | 1906
C/C(=N\NC(=O)CCCNc1cccc(C)c1)c1ccncc1 | 1702 | 1560
COc1ccc(N(C(=O)c2cccnc2)S(=O)(=O)c2cccc([N+](=O)[O-])c2)cc1 | 1624 | 1727
Cc1ccc(NC(=O)c2ccc(NCCN)c([N+](=O)[O-])c2)cc1Cl | 1687 | 1894

16 of these compounds, set out differently:
Order of values: SRC3 TRFRET art	SRC1 TRFRET art
COc1ccc(-c2nnc(NC(=O)CSc3ccccc3)s2)cc1OC
  1528	1605
Nc1ccc(C(=O)N(CCO)CCO)cc1
  1402	1661
C[C@@H]1C=C(C(=O)N2CCN(C)CC2)O[C@H](OCc2ccc(CO)cc2)C1
  1678	1574
Cn1c(SCC(=O)Nc2ccc(Br)cc2F)nnc1-c1ccco1
  1510	1802
COc1ccc(C2(CNC(=O)c3cccc([N+](=O)[O-])c3)CCOCC2)cc1
  1598	1551
O=C(Nc1ccc(F)c(Cl)c1)C1CC(=O)n2c(nc3ccccc32)N1 (stereo not drawn)
  1540	1653
CN(C(=O)Cc1noc2ccccc12)c1ccccc1
  1467	1836
Cc1cc(C)cc(N(CC(=O)NCCSCc2ccccc2)S(C)(=O)=O)c1
  1834	1881
Cc1cccc(CN2CCN(C3CCCC3)C(CCO)C2)n1 (stereo not drawn)
  1729	1889
O=C1c2ccccc2C(=O)c2c(NCCCN(CCO)CCO)cccc21
  1922	2059
CN1C(=S)N(c2cccnc2)C(=O)/C1=C\c1ccc(N(C)C)cc1
  1702	1891
N#C/C(=C\c1ccc(-c2ccc(C(=O)O)cc2)o1)C(=O)NCC1CCCO1 (stereo not drawn)
  1583	1899
CCN(C(=O)COC(=O)C(Cc1ccccc1)N1C(=O)c2ccccc2C1=O)C1CCS(=O)(=O)C1 (stereo not drawn)
  1604	1770
c1ccc(Cn2nnc3cnccc32)cc1
  1573	1888
C/C(=N/NS(=O)(=O)c1ccccc1)c1ccc(NC(=O)C2CC2)cc1
  1549	1470
COc1ccc(NS(=O)(=O)c2ccc(N/N=C(\C)c3ccncc3)c([N+](=O)[O-])c2)cc1
  1546	1906

New compounds follow.
SMILES | SRC3 TRFRET art | SRC1 TRFRET art
CC(C)(C)C(=O)NC(=S)N1CCOCC1 | 1427 | 1677
O=C(Nc1cc(C(F)(F)F)ccc1Cl)C(=O)N1CCCCC1 | 1656 | 1729
COC(=O)Cn1nc(-c2ccc(C)cc2)c2ccccc2c1=O | 1666 | 1987
Cc1ccc(-n2cc(CN3CCNC(=O)CC3)c(-c3cccc(C)c3)n2)cc1 | 1408 | 1622
Cc1ccc(-c2nnc(NCc3nc4ccccc4[nH]3)c3ccccc23)cc1S(=O)(=O)N1CCCCC1 | 2547* | 2094
N#Cc1ccsc1NC(=O)CN1CCN(c2ccc(O)cc2)CC1 | 1481 | 1977
CC1CC(=O)N(c2ccc(N(C)Cc3ccccc3)c([N+](=O)[O-])c2)C1=O (stereo not drawn) | 1496 | 1586
COC(=O)c1ccc(CSc2ncnc3sc(C)c(C)c23)o1 | 1464 | 1842
COc1ccc(C(=O)Nc2ccccc2C(=O)O)cc1Cl | 1470 | 1878
CN1CCN(S(=O)(=O)c2cccc(C(=O)Nc3ccccc3N3CCOCC3)c2)CC1 | 1630 | 2015
COc1ccc(C(=O)NCc2ccccc2)cc1Br | 1523 | 1618
Cc1ccc(Nc2ncnc(N)n2)cc1C | 1593 | 1845
Cc1cc(-c2c(C)[nH]n(-c3ccccc3)c2=O)n[nH]1 | 1781 | 1985
Nn1c(Cc2ccccc2F)nnc1SCC(=O)Nc1cccc(S(=O)(=O)NC2=NCCCCC2)c1 | 1618 | 1809
COC(=O)c1nc2ccccn2c1F | 1311 | 1740
CC(=O)N1CN(C2CC(C)(C)NC(C)(C)C2)Cc2c1sc1c2CCCC1 | 1676 | 1819
